NadD inh = inhibitors of Staphylococcus aureus NadD | inhibition, % at 20 µM | purified NadD enzyme, colorimetric absorbance read-out | 0.78% of 360,000 active; in the data active = inhibition above about 26%; note: some compounds past the cut are filed as inactive
Scp-1 inhibitor = inhibitors of human Scp-1 phosphatase | Q9GZU7 | Recombinant Scp1, phosphopeptide, malachite green phosphate absorbance | inhibition, % at 20 µM | 0.88% of 340,000 active | AID 493091;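 active = inhibition above about 50% at 20 µM, limit read from the data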;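 note: plate controls were DMSO wells with enzyme for no effect and wells lacking enzyme for full effect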
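Material – SCP-1 phosphatase catalytic domain, residues 76-261 · Buffer or medium – Acidic Tris acetate buffer with magnesium and detergent · Also added – Phospho 17-mer peptide substrate · Compound – single 20 µM dose, 1% DMSO · Times – 45 min room-temperature reaction, 5 min colour, 30 min stabiliser · Technique – Phosphate-binding colour reagent, absorbance read at 630 nm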
Rpn11 inh = Rpn11 (human) deubiquitinase inhibition. 0.59% of 360,000 active. O00487. human 26S proteasome, Ub4-pepOG fluorescence polarization; 20S core pre-blocked with epoxomicin. calls only at 20 µM;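 active = inhibition at 20 µM, scaled to each plate's controls, above about 33%, limit read from the data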
CSN inh = blocks human CSN-mediated cullin deneddylation. inhibition, % at 12.5 µM. Purified CSN, SCF-Nedd8-OG deneddylation, fluorescence polarization. AID 651999. 0.38% of 360,000 active. Q92905;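 active = pattern-corrected inhibition above about 35%, with an unprinted fluorescence ratio check between 0.5 and 1.5, limit read from the data, passing the limit was not always enough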;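 note: 0% = enzyme with substrate and 100% = substrate without enzyme; some results filed as inactive read as strong as hits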
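Assay system: HEK293T-derived human Csn5 enzyme; quantity: 0.24 nM enzyme; medium: Tris/NaCl/DTT buffer, pH 7.5; also added: substrate SCFSkp2-Nedd8OG, 10 nM; doses: 12.5 µM compound; schedule: 90 min reaction at room temperature; signal: FP; read-out: % inhibition of substrate cleavage by Csn5; benchmarks: substrate-only high control, full reaction low control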
LMPTP inh = blocks human LMPTP phosphatase; AID 651560; 0.22% of 360,000 active; inhibition, % at 20 µM; P24666; recombinant LMPTP-A, OMFP fluorogenic substrate, fluorescence intensity;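 active = compounds that cut the enzyme signal by at least half of the control window in the single-dose screen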;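 note: plate controls were DMSO wells with enzyme plus substrate for no effect and substrate without enzyme for full effect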
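Test system: LMPTP-A phosphatase enzyme; input: 0.625 nM LMPTP-A final; reagent: OMFP substrate, 400 µM final; compound dosing: 20 µM single dose, 3% DMSO; incubation: 50 min dark incubation at room temperature; measured by: endpoint fluorescence intensity from OMFP dephosphorylation; measure: % inhibition relative to no-enzyme and uninhibited control wells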
MsrA inhibitor = inhibitors of bovine MsrA | purified bovine MsrA, absorbance read-out | inhibition, % at 15.5 µM | 0.75% of 360,000 active | AID 651718; in the data active = inhibition above about 4.5%;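 note: 0% = vehicle wells with enzyme and 100% = reference inhibitor wells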
DNMT1 block = blocks human DNA methyltransferase DNMT1; P26358; DNMT1 molecular beacon, Hinp1I cleavage, fluorescence; inhibition (reported as % activation of signal), % at 10 µM; 0.83% of 360,000 active; AID 588458; in the data active = inhibition above about 50%
Target sequence (P26358 504-1616 limits assumed): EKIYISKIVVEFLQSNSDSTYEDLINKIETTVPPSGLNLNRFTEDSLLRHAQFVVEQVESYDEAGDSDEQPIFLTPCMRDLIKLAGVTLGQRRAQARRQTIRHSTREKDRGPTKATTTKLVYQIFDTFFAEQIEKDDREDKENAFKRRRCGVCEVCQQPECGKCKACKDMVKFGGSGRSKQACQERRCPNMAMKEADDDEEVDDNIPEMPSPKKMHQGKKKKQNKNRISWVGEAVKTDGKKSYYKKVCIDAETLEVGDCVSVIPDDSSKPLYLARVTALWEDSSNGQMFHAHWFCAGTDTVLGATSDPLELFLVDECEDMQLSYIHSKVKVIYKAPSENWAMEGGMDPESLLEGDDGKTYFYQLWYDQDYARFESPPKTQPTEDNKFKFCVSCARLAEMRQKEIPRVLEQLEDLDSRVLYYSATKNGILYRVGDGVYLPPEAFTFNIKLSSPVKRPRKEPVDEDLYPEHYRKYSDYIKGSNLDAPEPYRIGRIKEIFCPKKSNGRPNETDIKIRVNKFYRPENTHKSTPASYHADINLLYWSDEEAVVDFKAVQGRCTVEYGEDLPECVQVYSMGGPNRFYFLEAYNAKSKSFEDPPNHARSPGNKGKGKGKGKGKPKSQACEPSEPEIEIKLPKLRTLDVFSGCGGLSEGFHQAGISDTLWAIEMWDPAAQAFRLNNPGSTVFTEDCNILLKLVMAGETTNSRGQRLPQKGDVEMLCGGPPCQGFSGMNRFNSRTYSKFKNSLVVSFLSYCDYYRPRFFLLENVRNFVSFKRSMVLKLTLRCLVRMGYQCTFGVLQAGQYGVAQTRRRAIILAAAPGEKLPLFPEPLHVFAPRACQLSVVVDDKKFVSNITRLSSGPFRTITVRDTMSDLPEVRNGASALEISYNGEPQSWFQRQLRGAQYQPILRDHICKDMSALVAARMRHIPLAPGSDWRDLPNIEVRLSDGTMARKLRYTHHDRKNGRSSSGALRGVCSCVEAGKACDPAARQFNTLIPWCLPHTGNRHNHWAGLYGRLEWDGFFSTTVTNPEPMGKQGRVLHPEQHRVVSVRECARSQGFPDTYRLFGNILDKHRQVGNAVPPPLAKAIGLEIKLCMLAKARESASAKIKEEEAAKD
SUMO1 PPI mod = alters human SUMO1 binding to SIM partners | SUMO1 binding to a labelled peptide, TR-FRET, 1 h | inhibition, % at 20 µM | 0.33% of 360,000 active; in the data active = inhibition above about 37%
Tb MetRS inh = blocks T. brucei methionyl-tRNA synthetase activity. purified T. brucei MetRS, ATP depletion, Kinase-Glo luminescence. inhibition, % at 11.9 µM. 0.4% of 360,000 active;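 active = inhibition above a per-plate cutoff of the control wells' mean inhibition plus 3 SD, cut at about 5.5% in these data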;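 note: 0% = DMSO wells median and 100% = median of wells with control inhibitor compound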
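Dosing: 11.9 µM compound single dose, 0.9% DMSO; Assay system: purified T. brucei MetRS enzyme; Measured by: Kinase-Glo luciferase luminescence reporting remaining unconsumed ATP; Schedule: 15 min plus 2 h at 25 °C.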
STEP inh = inhibitors of human striatal-enriched phosphatase STEP; P54829; recombinant STEP, OMFP fluorogenic substrate, fluorescence; inhibition, % at 20 µM; 0.25% of 360,000 active; AID 588621;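 active = inhibition at 20 µM, scaled per plate between control wells, above about 37%, limit read from the data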;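 note: 0% = DMSO with enzyme and substrate and 100% = substrate only without enzyme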
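Assay system: isolated STEP enzyme. Buffer or medium: pH 6.0 Bis-Tris with DTT and Tween 20. Also added: fluorogenic phosphatase substrate OMFP at 25 µM final. Dosing: 20 µM, 1% DMSO. Timing: 20 min reaction, room temperature, in the dark. Measured by: fluorescence intensity, excitation 480 nm, emission 540 nm. Evaluation: normalized % inhibition.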
Numbers without * were called inactive; i = inactive; x = not tested or not shown.

SMILES | NadD inh | Scp-1 inhibitor | Rpn11 inh | CSN inh | LMPTP inh | MsrA inhibitor | DNMT1 block | SUMO1 PPI mod | Tb MetRS inh | STEP inh
Cc1noc(C(=O)Nc2ccc(F)c(Cl)c2)c1Cl | -5 | -9 | i | -3 | -0.6 | 0.1 | 0 | -5 | -0.5 | -1
Cc1cc(OC(=O)c2ccccc2)c([N+](=O)[O-])c(=O)[nH]1 | 0 | -2 | i | 3 | 1.0 | 0.2 | -5 | 1 | 0.8 | -4
O=C(NC(=S)Nc1cc(Cl)ccc1O)c1cccc(Br)c1 | 7 | -14 | i | 0 | 5.9 | -0.6 | -11 | -1 | -0.6 | 4
CC(C)OP(=O)(OC(C)C)C(C)NC(=O)Cc1ccccc1 (centres undefined) | -1 | -1 | i | -1 | 0.3 | -0.1 | 2 | 4 | -0.1 | 2
CCOC(=O)c1sc(NC(=O)c2cccc(S(=O)(=O)N3CCc4ccccc43)c2)c(C#N)c1C | 36* | -4 | i | 5 | -0.9 | -1.2 | -11 | -2 | -0.3 | 11
CSC1=NSC2=NC(=O)/C(=C/c3coc4ccccc4c3=O)C(=N)N12 | 1 | -11 | i | -96 | -0.6 | 1.7 | -6 | 5 | 0.0 | -80
COC(=O)COc1ccc(S(=O)(=O)N2CCN(c3ccccc3F)CC2)cc1 | -8 | 0 | i | 2 | 1.4 | -0.6 | 5 | -3 | -0.6 | -2
CSc1nc(N(CCO)CCO)c2sc3nc(-c4ccco4)c4c(c3c2n1)CCC4 | 80* | 81* | x | 51 | 68* | 0.8 | 96* | 74* | 0.1 | 56*
CCOC(=O)c1nnn(-c2nonc2N)c1-c1ccccc1Cl | 1 | -8 | i | 4 | -0.4 | 0.3 | -3 | 3 | -0.1 | 1
Cc1cccc(C(=O)N2CCC(c3nc(-c4ccc(S(=O)(=O)N5CCOCC5)cc4)no3)CC2)c1 | 6 | -7 | i | -1 | -1.3 | 0.4 | -3 | -2 | -0.2 | 0
CCOc1ccc(Cn2c(SCCCCC#N)nc3c2c(=O)n(C)c(=O)n3C)cc1OCC | 12 | 3 | i | 0 | -0.3 | -0.2 | -2 | -2 | -0.5 | 0
COC(=O)c1ccc(CN2CCN(CCc3ccccc3)C(CCO)C2)cc1 (centres undefined) | -3 | -20 | i | 1 | -0.7 | -1.5 | -2 | 0 | -0.7 | 6
COc1ccc(CSc2nc(CSC)cc(N3CCOCC3)n2)cc1 | 4 | 0 | i | 1 | 1.4 | 0.8 | -4 | 0 | -0.7 | 1
CC(C)n1c(Nc2ccccc2)nc2ccccc21 | 0 | -3 | i | 3 | 17 | 1.1 | -2 | -3 | -0.6 | -3
Cc1ccc(-n2c(C)cc(C(=O)OCC(=O)N(CC(C)C)C3CCS(=O)(=O)C3)c2C)cc1 (centres undefined) | -4 | -5 | i | 3 | 0.8 | 0.9 | -7 | -3 | -0.2 | 1
CCOc1ccc(-n2nnc3c(=O)n(C/C=C/c4ccccc4)cnc32)cc1 | -7 | 2 | i | 0 | 1.1 | -0.1 | 6 | 0 | -0.3 | 3
COc1ccc2[nH]c(=O)c(CN(Cc3ccccc3OC)Cc3nnnn3CC3CCCO3)cc2c1 (centres undefined) | 0 | -4 | i | -6 | 0.3 | 1.1 | -1 | -4 | 1.8 | 1
N#CCCN(C(=O)COC(=O)C1CCN(c2ccc(C(F)(F)F)cn2)CC1)c1ccc(F)cc1 | -2 | 0 | i | -2 | 0.2 | -0.7 | -2 | 1 | -0.1 | -3
O=C(CSc1nnc(CNC(=O)c2ccc(F)cc2)o1)Nc1ccc2c(c1)OCO2 | 2 | 5 | i | 2 | 0.2 | -0.7 | 2 | 6 | -0.2 | 1
CCOCCCn1c(SCC(=O)Nc2cccc(OC)c2)nc2ccccc2c1=O | -3 | -9 | i | 5 | 1.8 | 1.0 | -2 | 5 | -0.6 | -1
Cc1ccc(OCC(=O)NN2C(=O)c3ccccc3C2=O)cc1 | 4 | -10 | i | 0 | -0.5 | -0.3 | -1 | -7 | 0.0 | 1
Cc1ccccc1NC(=O)CSc1nc2c(c(-c3ccco3)c1C#N)CCCC2 | 2 | 1 | i | -1 | -0.1 | x | 43 | -4 | 0.3 | 3
COc1ccc(C(CC(=O)O)NC(=O)COc2ccccc2OC)cc1OC (centres undefined) | -1 | -10 | i | -2 | -2.1 | -0.1 | 1 | 1 | -1.2 | -8
CCOC(=O)c1cnc(-n2nc(C)cc2C)nc1-n1nc(C)cc1C | -5 | 2 | i | -1 | 2.4 | -0.8 | 3 | 0 | -1.0 | -1
Cc1cc(Cl)ccc1NC(=O)C(=O)N/N=C/c1ccc2c(c1)OCO2 | 0 | 1 | i | -1 | -1.4 | -1.0 | 13 | 4 | 0.7 | 1
CN1CC2([N+](=O)[O-])CC=C(Oc3ccccc3)C([N+](=O)[O-])(C1)C2 (centres undefined) | -4 | -2 | i | 3 | -0.8 | 0.0 | 10 | 2 | 0.1 | 2
CCc1cc2c(SCc3ccc(C(=O)OC)o3)ncnc2s1 | -2 | -5 | i | -3 | 4.3 | -0.8 | -2 | 8 | 0.1 | 1
CC(C)n1ncc2c(C(=O)NCc3cccnc3)cc(C3CC3)nc21 | -5 | -3 | i | 2 | -0.4 | -0.1 | 3 | 6 | 0.5 | 0
O=c1cc(NS(=O)(=O)c2ccccc2)nc(SCc2c(Cl)cccc2Cl)[nH]1 | -4 | 0 | i | -13 | -0.3 | -0.9 | 4 | 2 | -0.3 | 0
COCCn1c(SCC(=O)c2ccc(CNC(C)=O)o2)nc2ccccc2c1=O | 3 | -2 | i | 7 | -0.4 | 0.2 | 5 | 0 | -0.6 | 1
Cc1ccnc2nc(NC(=O)c3ccco3)nn12 | 4 | -5 | i | 3 | -1.3 | 0.3 | 0 | -2 | 0.2 | -2
O=C(c1ccc(-c2cccc(Cl)c2Cl)o1)N1CCOCC1 | -1 | -2 | i | -2 | -0.4 | 1.6 | 0 | -11 | 0.3 | -3
Cc1ccc2c(c1)NC(=O)[C@@]1(C)[C@@H](c3ccccc3)[C@H]3COc4ccc(Cl)cc4[C@@H]3N1C2=O | 5 | -11 | i | -3 | 1.3 | 0.4 | 10 | -2 | 0.3 | 1
CCOc1cccc(C2/C(=C(/O)c3ccc4c(c3)CC(C)O4)C(=O)C(=O)N2CCCn2ccnc2)c1 (centres undefined) | 10 | -9 | i | 3 | 6.0 | 1.2 | -1 | 0 | 0.9 | 0
O=S1(=O)C=C(Oc2ccc3ccccc3c2)c2ccccc21 | -4 | -6 | x | -3 | -0.2 | x | -1 | -5 | -0.3 | -1
C[C@H](NC(=O)[C@@H]1Cc2ccccc2CN1)C(=O)NCC1CCCO1 (some centres undefined) | -4 | -13 | i | -3 | -0.7 | 1.3 | -2 | 2 | -0.4 | -3
CN(C)c1ccc(/C=N/NC(=O)C(O)c2ccc(Br)cc2)cc1 (centres undefined) | -5 | 3 | i | 1 | 2.3 | 4.2 | 6 | -8 | -0.5 | 1
O=C1C=C(c2ccccc2)OC(=O)C1C(=O)c1ccccc1 (centres undefined) | 3 | -8 | i | 1 | -2.6 | 1.0 | 6 | -3 | -2.2 | 1
COc1ccc(-c2nc(CS(=O)CC(=O)NC3CCCC3)c(C)o2)cc1OC (centres undefined) | -6 | -5 | i | -5 | -1.2 | -0.4 | 1 | -1 | -0.6 | -1
CC(=O)Nc1ccc(SCc2ncc(-c3ccccc3)o2)cc1 | -1 | -3 | i | -6 | 0.7 | 0.3 | -3 | 0 | 0.4 | -1
COc1ccc2ccccc2c1/C=N/NC(=O)c1ccc(C)nc1 | -5 | -11 | i | 4 | 0.8 | 1.6 | 1 | -19 | -1.1 | 0
COc1cc2c(C(=O)NCc3ccc4c(c3)OCO4)cn(CC(C)C)c(=O)c2cc1OC | -7 | -5 | i | -4 | -0.7 | 1.0 | -7 | -3 | -2.5 | 2
Cc1ccc(NC(=O)NC2CC(=O)N(c3ccc4c(c3)OCCO4)C2)cc1 (centres undefined) | -5 | -8 | i | 2 | -1.3 | -0.6 | 8 | 5 | 0.2 | 1
CCOc1cccc(-c2c(C(=O)N/N=C/c3sccc3C)nnn2-c2nonc2N)c1 | 15 | 0 | i | 1 | 2.0 | 3.6 | -7 | -8 | 0.4 | -5
O=C(Nc1ccc(Cl)cn1)C1CC1 | 0 | 14 | i | 5 | -0.4 | -1.7 | 0 | 5 | -1.1 | 0
CCOC(=O)N1CCN(Cc2nc(N)nc(Nc3ccc(Oc4ccccc4)cc3)n2)CC1 | 13 | -5 | i | 12 | 0.3 | -0.1 | -25 | -1 | -1.5 | 4
CC(=O)C(Cc1ccc(Cl)nc1)(Cc1ccc(Cl)nc1)C(C)=O | -4 | -2 | i | 2 | -0.3 | -0.2 | 0 | -1 | -0.5 | -1
O=C(COc1ccc(-c2ccccc2)cc1)N1CCN(C(=O)c2cccs2)CC1 | -1 | -4 | i | -12 | 0.3 | -2.2 | -4 | -4 | -0.6 | 0
C/C=C(\C)C(=O)NCCN1C2=NC[C@H](Cc3ccccc3)N2C[C@H]1Cc1ccc(O)cc1 | -9 | 6 | i | 28 | 3.9 | x | -8 | -28 | -0.4 | -1
Cc1ccc(N2CC(C(=O)Nc3ccc(S(=O)(=O)N4CCCC4)cc3)CC2=O)cc1 (centres undefined) | 1 | -3 | i | 4 | 0.9 | 0.4 | -7 | -2 | -0.1 | 2

Whole records, quoted from the list.
Listed for CC(=O)C(Cc1ccc(Cl)nc1)(Cc1ccc(Cl)nc1)C(C)=O → NadD inh = -4; Scp-1 inhibitor = -2; Rpn11 inh = i; CSN inh = 2; LMPTP inh = -0.3; MsrA inhibitor = -0.2; DNMT1 block = 0; SUMO1 PPI mod = -1; Tb MetRS inh = -0.5; STEP inh = -1
Listed for Cc1ccc(N2CC(C(=O)Nc3ccc(S(=O)(=O)N4CCCC4)cc3)CC2=O)cc1 (centres undefined) → NadD inh = 1; Scp-1 inhibitor = -3; Rpn11 inh = i; CSN inh = 4; LMPTP inh = 0.9; MsrA inhibitor = 0.4; DNMT1 block = -7; SUMO1 PPI mod = -2; Tb MetRS inh = -0.1; STEP inh = 2
Listed for CCOc1cccc(-c2c(C(=O)N/N=C/c3sccc3C)nnn2-c2nonc2N)c1 → NadD inh = 15; Scp-1 inhibitor = 0; Rpn11 inh = i; CSN inh = 1; LMPTP inh = 2.0; MsrA inhibitor = 3.6; DNMT1 block = -7; SUMO1 PPI mod = -8; Tb MetRS inh = 0.4; STEP inh = -5

Screening results from PubChem.
